# High-throughput results (PubChem)
# IP6K1 inhibitor = IP6K1 kinase inhibition; IP6K1 kinase, ADP-Glo luminescence, 2 h; active compounds read low; Q92551; AID 1645851; actives 0.81% (n = 140,000); activity change, % (series mostly up to about 58 µM); in the data active means activity change below about -25%
#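 ADP-Glo luminescence measures ADP made by human IP6K1 during a 2 h RT reaction with ATP/IP6 (mix at 1.3 mM/130 uM); top library doses 57.5 and 19.1 uM final.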
# SNCA viab count = reduces viability of HEK-293 SNCA reporter cells | HEK-293-SNCA-luc viability, GF-AFC fluorescence, 24 h | Potency, µM (doses to about 57.1 µM), without a hit: at the top dose activity change, negative = cytotoxicity, hits mostly cytotoxic | actives 0.12% (n = 150,000);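 further: potency means the concentration at half of the fitted maximal effect; 0% = DMSO-treated cells and -100% = medium-only wells without cells; nearly all actives have a fitted effect of over 30% in size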
#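 Cytotoxicity counterscreen: after 24 h compound treatment of genome-edited SNCA-luciferase HEK-293 cells, live-cell protease substrate GF-AFC read by fluorescence after 30 min; activity scaled between DMSO (0%) and medium-only (-100%), curves Hill-fitted.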
# Luciferase inh = inhibitors of firefly (Photinus pyralis) luciferase; P08659; purified P. pyralis luciferase, luminescence, biochemical; Potency, µM (top dose mostly 115 µM), without a hit: at the top dose activity change, negative = inhibition, usual class: inhibitors; actives 2.5% (n = 76,000); AID 1347043; further: potency means the concentration at half of the fitted maximal effect; nearly all actives have a fitted effect of over 65% in size
# Target sequence (P08659 whole entry, looked up): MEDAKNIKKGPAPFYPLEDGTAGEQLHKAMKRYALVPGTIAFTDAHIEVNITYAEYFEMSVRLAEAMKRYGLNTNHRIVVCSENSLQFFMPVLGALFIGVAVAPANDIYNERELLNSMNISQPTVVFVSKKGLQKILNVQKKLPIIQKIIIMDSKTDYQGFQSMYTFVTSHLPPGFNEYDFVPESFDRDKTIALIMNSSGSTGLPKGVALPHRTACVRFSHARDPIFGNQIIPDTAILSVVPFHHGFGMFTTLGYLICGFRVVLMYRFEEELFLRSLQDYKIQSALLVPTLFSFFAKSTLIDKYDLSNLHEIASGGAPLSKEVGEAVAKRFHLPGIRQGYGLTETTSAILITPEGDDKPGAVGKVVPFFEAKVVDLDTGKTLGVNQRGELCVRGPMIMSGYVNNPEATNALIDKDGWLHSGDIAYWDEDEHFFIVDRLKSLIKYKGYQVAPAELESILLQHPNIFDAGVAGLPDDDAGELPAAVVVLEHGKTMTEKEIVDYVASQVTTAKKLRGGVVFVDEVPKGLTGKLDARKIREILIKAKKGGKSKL
#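 Purified 10nM P. pyralis luciferase with 10uM D-luciferin and 10uM ATP in 50mM Tris acetate pH 7.5, 10mM Mg acetate, 0.01% Tween-20, 0.05% BSA. qHTS titration; luminescence read by CCD imager.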
# NIH3T3 tox = NIH 3T3 cell cytotoxicity | actives 4.3% (n = 94,000) | AID 1345082 | Potency, µM (doses to about 96.7 µM), without a hit: at the highest dose activity change, negative = cytotoxicity, most hits filed as inhibitors | NIH 3T3 viability, CellTiter-Glo ATP luminescence, 48-72 h; further: potency means the concentration at half of the fitted maximal effect; nearly all actives have a fitted effect of over 55% in size
#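 Cells were seeded at 400 per well, treated with pin-transferred compound, and kept 48 or 72 hr at 37 °C before CellTiter-Glo addition and luminescence imaging of cellular ATP.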
# SNCA expr inh = inhibitors of alpha-synuclein (SNCA) gene expression | HEK-293 SNCA-luciferase knock-in, luminescence, 24 h | Potency, µM (series often up to 57.2 µM), for the others: at the highest dose activity change, negative = inhibition, actives largely listed as inhibitors | actives 0.17% (n = 140,000);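 further: potency means the concentration at half of the fitted maximal effect; plate controls were DMSO cells for no effect and cell-free wells for full effect; nearly all actives have a fitted effect of over 45% in size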
# HEK293 tox = HEK 293 cell cytotoxicity | HEK 293 viability, ATP luminescence (CellTiter-Glo), 48-72 h | Potency, µM (top dose mostly 115 µM), for inactives: at the highest dose activity change, negative = cytotoxicity, most hits filed as inhibitors | actives 6.6% (n = 94,000) | AID 1345083; further: potency means the concentration at half of the fitted maximal effect; nearly all actives have a fitted effect of over 60% in size
#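 HEK 293 cells at 250 cells/well were exposed to compounds by pintool transfer for 48 or 72 hr at 37 degree Celsius, 5% CO2. Viability was read as ATP-coupled luminescence with CellTiter-Glo after 10 min at room temperature.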
# GPT2 inh = GPT2 alanine aminotransferase inhibition. Recombinant GPT2, coupled pyruvate oxidase/HRP Amplex Red fluorescence. Potency, µM (highest dose often 57.7 µM), without a hit: at the highest dose activity change, negative = inhibition, most hits filed as inhibitors. actives 0.25% (n = 100,000). AID 1671188; further: potency means the concentration at half of the fitted maximal effect; nearly all actives have a fitted effect of over 60% in size; many of its hits are not listed in these tables
#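 GPT2 10ng/uL, a-KG 250uM, L-Ala 2mM, HEPES pH7.5 + 0.0001% Tween; 30 min RT. Then Amplex mix (PO/HRP/ThPP), 30 min RT dark, fluorescence. AOA 50uM used as positive control.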
# Active calls of the source: *; i = inactive; ? = inconclusive; . = not tested or not shown; & = joins results of further samples; [ ] = dose if it differs, or a comment. Unless noted, the call rests on the fitted dose curve; in most records, active means well fitted curve in the direction sought with a large enough effect; inconclusive means small, poorly fitted or top-dose-only effect, or another doubt; inactive means no such curve, though single readings can be large; an effect the other way counts as inactive or inconclusive. Unless noted, on the % scale 0 is the no-effect control and ±100 the full control effect. Some of the compounds tested; count on the stated rates, not on these rows.
mol,SNCA viab count,IP6K1 inhibitor,NIH3T3 tox,GPT2 inh,SNCA expr inh,Luciferase inh,HEK293 tox
Cc1nc(-c2ccco2)cc([C@H]2CN3CC[C@H]2C[C@@H]3CNCc2ccccc2)n1,-15%[87.6 µM],1,?,i,-2%[87.6 µM],-3%[172 µM],?
CC1CCN(CC2CCCCCN2C(=O)Cc2ccccc2)CC1 (stereo not drawn),-12%,-8,-18%,-10%,3%,3%,?
Cc1cccc(C)c1NC1=NCCCS1,3%,4,.,4%,0%,.,.
FC(F)(F)CN1C2CCC1CN(c1ncc(C(F)(F)F)cn1)C2,4%,2,4%,-9%,22%,.,5%
Cc1ncc2c(n1)C[C@@H]1CC[C@H]2N1C(=O)Nc1ccc2c(c1)OCCO2,2%,11,4%,i,62%[activator],32µM*,i
CC(=O)OCC1=C(C(=O)O)N2C(=O)[C@@H](N)[C@H]2SC1,9%,-19&-23,.,?,6%[17 µM],.,.
O=C1Nc2ccccc2C12CCN(Cc1cncs1)CC2,-1%[87.6 µM],-19,-21%[138 µM],i,-11%[87.6 µM],.,-25%[172 µM]
O=[S+]1([O-])NC2(CCN(CC3CC3)C2)COc2ccncc21 (stereo not drawn),4%,-12,i,i,12%,.,3%
Cc1sc2c(c1C)C(c1ccc(Cl)cc1)=N[C@@H](CC(N)=O)c1nnc(C)n1-2,?,6,.,-7%,.,.,.
Cc1cc(CN2CCC3(C2)NC(=O)c2ccccc2O3)no1 (stereo not drawn),-2%[87.6 µM],12,2%[138 µM],i,6%[87.6 µM],-3%[172 µM],i
COc1ccc(C(=O)NC[C@H]2C[C@@H]3CCN2C[C@@H]3c2cc(-c3ccccc3Br)nc(C)n2)cc1,0%,4,?,-1%,-13%,-2%,?
CN(CCc1ccccn1)C[C@H]1CN2CC[C@H]1C[C@@H]2CNC(=O)c1ccc(C(F)(F)F)cc1,5%,-5,?,1%,11%,12%,?
O=[N+]([O-])/C=C/c1ccc2c(c1)OCO2,-13%,.,.,-7%,-20%,.,.
C[C@H]1C(=O)O[C@@H]2CCN3CC=C(COC(=O)[C@](C)(O)[C@]1(C)O)[C@H]23,41%[23.9 µM],-15,.,i,29%[25.6 µM],.,.
O=[S+]1([O-])NCC2(CCN(Cc3ccccc3)C2)Oc2ncccc21 (stereo not drawn),-5%,12,-12%,-5%,-9%,.,-12%

# Additional results follow.
mol,SNCA viab count,IP6K1 inhibitor,NIH3T3 tox,GPT2 inh,SNCA expr inh,Luciferase inh,HEK293 tox
FC(F)(F)CN1C2CCC1CN(c1ncc(Br)cn1)C2,4%,-2,i,5%,-16%,.,i
Cc1nc(-c2cccs2)cc([C@H]2CN3CC[C@H]2C[C@@H]3COC(=O)Nc2cccc(C(F)(F)F)c2)n1,?,6,?,3%,?,0%,11µM*
CN1CCNc2cc(Nc3ccc(F)cc3)ncc2C1,1%[87.6 µM],-4,?,-2%[88.5 µM],109%[activator][87.6 µM],3.2µM*,?
COc1ccc(NC(=O)NC[C@H]2C[C@@H]3CCN2C[C@@H]3c2cc(C3CCCC3)nn2C)cc1,-11%,-16,?,i,-12%,-13%,?
CCCC1=Nc2cc(C(=O)NC3CCC(C)CC3)ccc2Sc2ccccc21 (stereo not drawn),-7%,-4,.,.,?,.,.
COc1cc2c(cc1Oc1ccccc1)NC(=O)C21CCN(c2nc(C)cnc2C)CC1,?,-32*,?,-2%[88.5 µM],?,2%[172 µM],?
COc1ccc(NC(=O)N2[C@H]3CC[C@@H]2c2cnc(-c4ccccc4)nc2C3)cc1OC,4%,4,-22%,?,-9%,0%,?
C[C@]12CC[C@H]3[C@@H](CCC4=CC(=O)CC[C@@]43C)[C@H]1CC[C@H]2OC(=O)CCC1CCCC1,-7%,.,.,i,6%,.,.
CC[C@H]1CN2CC[C@H]1C[C@@H]2CNCc1ccc(OC)cc1,-3%[87.6 µM],-4,-24%[230 µM],i,-12%[87.6 µM],11%[230 µM],?
Cc1ccc(-n2c(/C=C/c3ccccc3)nc3ccccc3c2=O)cc1C,-11%,-11,.,.,5%,.,.
O=C(Nc1ccc(Br)cc1C(=O)c1ccccc1)c1ccccc1,13%,-8,.,.,0%,.,.
CN(C)C(=O)[C@H]1CN2CCC1C[C@@H]2Cn1cc(CSc2ccccc2)nn1 (stereo partly drawn),7%[87.6 µM],10,?,i,13%[87.6 µM],6%[172 µM],-23%[172 µM]
CC(C)CCN1CCC2(CNS(=O)(=O)c3cccnc3O2)C1 (stereo not drawn),0%,4,i,i,-3%,.,1%
O=C(O)c1cn(C2CCCCCC2)nn1,9%,2,-20%,-47%,0%,-8%,-5%
COc1cc2c(cc1Oc1ccccc1)NC(=O)C21CCN(c2ccnc(C)n2)CC1,-3%[87.6 µM],-12,?,-6%[88.5 µM],?,0%[172 µM],63µM*

# Grouped by structure: the compounds so far containing bromine.
mol,SNCA viab count,IP6K1 inhibitor,NIH3T3 tox,GPT2 inh,SNCA expr inh,Luciferase inh,HEK293 tox
COc1ccc(C(=O)NC[C@H]2C[C@@H]3CCN2C[C@@H]3c2cc(-c3ccccc3Br)nc(C)n2)cc1,0%,4,?,-1%,-13%,-2%,?
FC(F)(F)CN1C2CCC1CN(c1ncc(Br)cn1)C2,4%,-2,i,5%,-16%,.,i
O=C(Nc1ccc(Br)cc1C(=O)c1ccccc1)c1ccccc1,13%,-8,.,.,0%,.,.

# In a second layout: 4 of the compounds above
# Sequence of screens – SNCA viab count, IP6K1 inhibitor, NIH3T3 tox, GPT2 inh, SNCA expr inh, Luciferase inh, HEK293 tox
> CC[C@H]1CN2CC[C@H]1C[C@@H]2CNCc1ccc(OC)cc1
→ -3%[87.6 µM], -4, -24%[230 µM], i, -12%[87.6 µM], 11%[230 µM], ?
> Cc1nc(-c2cccs2)cc([C@H]2CN3CC[C@H]2C[C@@H]3COC(=O)Nc2cccc(C(F)(F)F)c2)n1
→ ?, 6, ?, 3%, ?, 0%, 11µM*
> Cc1ccc(-n2c(/C=C/c3ccccc3)nc3ccccc3c2=O)cc1C
→ -11%, -11, ., ., 5%, ., .
> CCCC1=Nc2cc(C(=O)NC3CCC(C)CC3)ccc2Sc2ccccc21 (stereo not drawn)
→ -7%, -4, ., ., ?, ., .

# Later entries
mol,SNCA viab count,IP6K1 inhibitor,NIH3T3 tox,GPT2 inh,SNCA expr inh,Luciferase inh,HEK293 tox
CN(C)Cc1ccccc1-c1ccc2n(c1=O)C[C@H]1C[C@@H]2CN(C(=O)C2CCCCC2)C1,-1%[87.6 µM],1,-5%[174 µM],i,-10%[87.6 µM],-2%[172 µM],-3%[172 µM]
COc1ccc2c(c1)C1(CCN(C(=O)NC3CCCCC3)C1)C(=O)N2 (stereo not drawn),-6%,31,-12%,i,-23%,-11%,-11%
O=c1oc2ccccc2c(O)c1Cc1c(O)c2ccccc2oc1=O,-11%[23.9 µM],-25*,.,1%,-2%[25.6 µM],.,.
ClCc1cccc(Cl)c1,-4%[23.9 µM],0,.,2%,-15%[25.6 µM],.,.
COc1ccc2c(c1)C1(CCN(C(=O)C(C)C)C1)C(=O)N2C (stereo not drawn),1%,14,-2%,i,41%[activator],-2%,-1%
CN1CC[C@]23c4c5ccc(O)c4O[C@H]2[C@@H](O)CC[C@H]3[C@H]1C5,82%,7,.,?,-44%,.,.
